Screens (PubChem)
SUMO1-SIM PPI – SUMO1-SIM interaction modulation; P63165; SUMO1 binding to a labelled peptide, TR-FRET, 1 h; inhibition, % at 20 µM; 360,000 tested, 0.33% active; AID 602429; in the data active = inhibition above about 37%
Rpn11 inh – Rpn11 (human) deubiquitinase inhibition; O00487; human 26S proteasome, Ub4-pepOG fluorescence polarization; 20S core pre-blocked with epoxomicin; calls only at 20 µM; 360,000 tested, 0.59% active; AID 588493;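 active = inhibition at 20 µM, scaled to each plate's controls, above about 33%, limit read from the data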
DNMT1 block – inhibitors of human DNMT1. P26358. DNMT1 molecular beacon, Hinp1I cleavage, fluorescence. inhibition (reported as % activation of signal), % at 10 µM. 360,000 tested, 0.83% active; in the data active = inhibition above about 50%
Scp-1 inhibitor – inhibitors of human Scp-1 phosphatase | Q9GZU7 | Recombinant Scp1, phosphopeptide, malachite green phosphate absorbance | inhibition, % at 20 µM | 340,000 tested, 0.88% active | AID 493091;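 active = inhibition above about 50% at 20 µM, limit read from the data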;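 also: plate controls were DMSO wells with enzyme for no effect and wells lacking enzyme for full effect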
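Times: enzyme reaction 45 min at room temperature, colour 5 min, stabilisation 30 min. Material: SCP-1 catalytic fragment, aa 76-261. Medium: Acidic Tris acetate buffer with magnesium and detergent. Signal: colorimetric free-phosphate detection, absorbance 630 nm. Read-out basis: % inhibition of SCP-1 phosphate liberation. Reagent: Phosphorylated 17-residue peptide substrate.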
CSN inh – CSN deneddylation inhibition; Q92905; Purified CSN, SCF-Nedd8-OG deneddylation, fluorescence polarization; inhibition, % at 12.5 µM; 360,000 tested, 0.38% active; AID 651999;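 active = pattern-corrected inhibition above about 35%, with an unprinted fluorescence ratio check between 0.5 and 1.5, limit read from the data, passing the limit was not always enough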;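 also: 0% = enzyme with substrate and 100% = substrate without enzyme; some results filed as inactive read as strong as hits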
Target sequence (Q92905 whole entry, looked up, one chain of several): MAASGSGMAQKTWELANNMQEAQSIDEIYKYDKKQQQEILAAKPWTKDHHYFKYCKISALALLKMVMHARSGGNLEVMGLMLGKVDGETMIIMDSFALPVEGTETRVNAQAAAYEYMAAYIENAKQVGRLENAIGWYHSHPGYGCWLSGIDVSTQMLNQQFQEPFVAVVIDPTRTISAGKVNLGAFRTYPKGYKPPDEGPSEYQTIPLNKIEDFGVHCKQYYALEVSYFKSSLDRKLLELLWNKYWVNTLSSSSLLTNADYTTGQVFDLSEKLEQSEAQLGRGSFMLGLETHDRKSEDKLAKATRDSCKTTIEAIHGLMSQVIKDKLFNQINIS
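Material: purified human Csn5 enzyme expressed in HEK293T cells / Medium: Tris buffer pH 7.5, NaCl, DTT, Tween-20, trehalose, ovalbumin / Compound dosing: 12.5 µM single point / Schedule: 90 min incubation of compound, enzyme and substrate at room temperature / Signal: fluorescence polarization of the substrate / Control set: no-enzyme wells high, enzyme-with-substrate wells low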
NadD inh – NadD (S. aureus) enzyme inhibition; purified NadD enzyme, colorimetric absorbance read-out; inhibition, % at 20 µM; 360,000 tested, 0.78% active; AID 602399; in the data active = inhibition above about 26%; also: some compounds past the cut are filed as inactive
STEP inh – STEP (human) phosphatase inhibition; recombinant STEP, OMFP fluorogenic substrate, fluorescence; inhibition, % at 20 µM; 360,000 tested, 0.25% active; AID 588621;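 active = inhibition at 20 µM, scaled per plate between control wells, above about 37%, limit read from the data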;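 also: 0% = DMSO with enzyme and substrate and 100% = substrate only without enzyme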
Target sequence (P54829 whole entry, looked up): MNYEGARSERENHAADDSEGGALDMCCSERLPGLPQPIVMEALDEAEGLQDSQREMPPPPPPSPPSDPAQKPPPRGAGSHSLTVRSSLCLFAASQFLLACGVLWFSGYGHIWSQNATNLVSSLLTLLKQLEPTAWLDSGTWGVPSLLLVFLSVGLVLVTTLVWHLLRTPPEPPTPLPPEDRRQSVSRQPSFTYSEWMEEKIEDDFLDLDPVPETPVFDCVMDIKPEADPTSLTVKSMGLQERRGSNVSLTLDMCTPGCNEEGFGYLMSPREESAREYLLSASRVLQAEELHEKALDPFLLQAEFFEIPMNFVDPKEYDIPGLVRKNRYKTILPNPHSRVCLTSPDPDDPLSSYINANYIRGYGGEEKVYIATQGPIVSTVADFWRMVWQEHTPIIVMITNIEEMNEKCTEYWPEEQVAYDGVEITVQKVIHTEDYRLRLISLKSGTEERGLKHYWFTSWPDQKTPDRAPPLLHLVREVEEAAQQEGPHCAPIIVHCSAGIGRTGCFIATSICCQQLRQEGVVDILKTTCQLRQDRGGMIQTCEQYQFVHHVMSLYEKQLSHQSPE
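Material: STEP (striatal-enriched tyrosine phosphatase) enzyme, cell-free | Medium: 50 mM Bis-Tris pH 6.0 with 2.5 mM DTT and 0.005% Tween 20 | Read-out: Percent inhibition scaled to no-enzyme and uninhibited-enzyme controls, plate-pattern corrected | Signal: Fluorescence read at 480 nm ex / 540 nm em | Times: 20 min reaction, room temperature, in the dark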
LMPTP block – blocks human LMPTP phosphatase | P24666 | recombinant LMPTP-A, OMFP fluorogenic substrate, fluorescence intensity | inhibition, % at 20 µM | 360,000 tested, 0.22% active;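 active = compounds that cut the enzyme signal by at least half of the control window in the single-dose screen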;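 also: plate controls were DMSO wells with enzyme plus substrate for no effect and substrate without enzyme for full effect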
Target sequence (P24666 whole entry, looked up): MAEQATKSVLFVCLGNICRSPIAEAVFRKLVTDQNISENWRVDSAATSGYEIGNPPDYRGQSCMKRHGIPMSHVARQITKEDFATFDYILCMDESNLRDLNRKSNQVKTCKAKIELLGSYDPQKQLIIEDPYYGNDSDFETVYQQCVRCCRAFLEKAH
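Material: LMPTP-A; amount: 0.625 nM enzyme; doses: single 20 µM dose; times: reaction 50 min, room temperature, dark; technique: fluorescence intensity of OMFP turnover product; benchmarks: no-enzyme and uninhibited controls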
Neddyl block – blocks human cullin neddylation | TR-FRET cullin neddylation, biochemical | calls only at 25 µM | P61081+Q13564 | 360,000 tested, 0.58% active; in the data active = inhibition above about 36%
Rin1 Abl inh – blocks binding of human Rin1 to Abl; 360,000 tested, 0.4% active; TR-FRET Rin1/Abl binding, biochemical; inhibition, % at 7.35 µM; P00519+Q13671; in the data active = inhibition above about 5%, passing the limit was not always enough
Numbers without * were called inactive; i = inactive; x = not tested or not shown.

smiles,SUMO1-SIM PPI,Rpn11 inh,DNMT1 block,Scp-1 inhibitor,CSN inh,NadD inh,STEP inh,LMPTP block,Neddyl block,Rin1 Abl inh
Cc1c(CC(=O)O)c(=O)oc2c(C)c(OCc3nn[nH]n3)ccc12,4.5,i,1.1,11.0,4.0,-4.1,3.9,-1.8,x,-1.3
O=C1CCCCC1C(=O)c1cn(-c2ccc(Cl)c(Cl)c2)nn1 (stereo not drawn),1.3,i,-0.7,-6.9,3.4,-0.5,2.9,-0.9,i,0.8
CCOc1cc(C(=O)OCC(=O)Nc2cccc(C)c2)ccc1OCC(=O)N1CCOCC1,2.2,i,-1.7,-3.4,1.9,4.2,-1.5,-2.3,i,-2.4
O=C(NCC1CCCO1)c1cn(-c2ccccc2)nc1-c1ccc(F)cc1 (stereo not drawn),-1.8,i,-0.2,-5.0,1.1,-1.7,1.6,-0.1,i,0.5
COc1cccc(-n2nnnc2SCC(=O)c2ccc(NC(C)=O)cc2)c1,-4.5,i,-0.5,-1.4,-2.6,-5.4,0.2,-0.2,i,1.6
Cc1ccc(C)c(S(=O)(=O)N2CCCOC2CNC(=O)C(=O)NCCCN2CCOCC2)c1 (stereo not drawn),2.9,i,4.4,0.0,2.6,-7.2,-2.3,-0.6,i,0.2
O=C(c1ccncc1)N1CCN(c2cc(-c3ccccc3)nc3cc(-c4cccc(Cl)c4)nn23)CC1,-7.1,i,-24.3,x,2.7,18.5,1.4,5.3,i,0.4
Cc1cc(C(=O)COC(=O)c2nccnc2N)c(C)n1C,-15.4,i,0.9,4.7,-15.8,3.0,1.5,1.9,i,-2.0
CC(C)CNC(=O)c1cccc(NC(=O)c2ccc(NC(=O)c3ccco3)cc2)c1,1.6,i,0.1,2.1,-1.4,6.2,2.6,0.3,i,-1.7
CC(=O)Nc1ccc(Cl)c(C(N)=O)c1,3.5,i,-1.1,-6.1,-1.1,-0.8,-3.1,-1.9,i,0.6
Cc1ccc(NC(=O)CN(C)C(=O)CCSc2ccc(F)cc2)cc1,3.1,i,-3.2,-4.9,2.5,-2.6,-4.3,-0.5,i,2.3
CC(NC(=O)COC(=O)c1ccc(OCC2CCCO2)cc1)c1ccccc1Cl (stereo not drawn),6.9,i,-2.0,-8.1,1.0,-2.6,2.1,-0.4,i,0.8
N#CCc1ccc(NC(=O)Nc2cccc(Cl)c2)cc1,-1.5,i,-6.0,-7.0,-0.4,-11.9,-3.1,1.2,i,1.4
N#Cc1ccc(OCC(O)CN2CCN(C(c3ccccc3)c3ccccc3)CC2)cc1 (stereo not drawn),0.7,i,-0.9,-1.2,0.9,-2.1,-0.9,-0.7,i,2.9
CCOC(=O)C1CCN(Cc2cc(Cl)c3ccccc3c2O)CC1,-5.4,i,-9.2,-6.4,0.1,2.4,6.1,2.3,i,0.3
c1ccc(-c2ccc(-c3ccccc3)[nH]2)cc1,-0.8,i,-1.0,-18.7,1.1,-5.8,-4.1,3.2,x,2.1
Cc1ccccc1CC1(CO)CCCN(Cc2cn[nH]c2-c2ccccc2)C1 (stereo not drawn),1.8,i,2.5,-12.9,-7.0,-3.5,-5.1,-0.8,i,-2.0
COc1cc(S(=O)(=O)NCc2ccccc2)ccc1Br,0.0,i,-5.4,-8.2,-16.1,-9.5,0.0,0.5,i,-4.9
OCCOCCn1c(C(CO)Nc2nc(-c3ccc(F)cc3)cs2)nc2ccccc21 (stereo not drawn),-3.9,i,-1.6,-2.7,1.3,4.0,20.2,0.0,i,2.6
CC(=O)Nc1nnc(C2=COCCO2)o1,1.7,i,-0.6,-4.7,1.3,-8.4,4.1,-1.3,i,0.2
COc1cc(OC)cc(C(=O)Nc2nc(-c3ccccc3)c(-c3ccccc3)o2)c1,4.3,i,-6.5,-5.7,0.3,9.9,-1.2,2.3,i,0.7
COc1ccc(OC)c(-c2csc(NC(=O)CSc3ccccc3)n2)c1,1.5,i,-11.6,-5.7,-4.1,-0.7,4.0,3.5,i,1.9
CCCCCCSc1ccc([C@@H]2[C@@H]3C(=O)N(C)C(=O)[C@@H]3[C@]3(C(=O)OC)CCCCN23)cc1,-0.3,i,-6.9,-3.0,-6.3,0.7,-0.2,4.1,i,-1.4
COCC(=O)Nc1sc2c(c1C(=O)OC)CCCC2,1.1,i,-6.2,-6.6,7.2,1.5,-0.7,0.1,i,-0.4
C/C(CC(O)c1ccc2ccccc2n1)=N/O (stereo not drawn),3.7,i,1.8,-6.4,3.5,-6.1,4.2,-1.1,i,3.7
CC(=O)Nc1cc(-c2ccc(C(=O)NC3CC3)cc2)cn2c(-c3cccc(C(F)(F)F)c3)cnc12,-8.4,i,-20.7,x,13.7,-0.3,-0.7,2.1,i,3.2
C=CCNC(=O)CSc1nnc(-c2ccccc2Br)n1-c1cccc(C(F)(F)F)c1,-0.8,i,1.5,0.5,4.8,-0.3,-0.6,-0.3,i,2.5
CN1CCN(C2=Nc3ccccc3Oc3ccc(Cl)cc32)CC1,-2.7,i,-0.3,-1.2,-2.7,-5.0,-2.0,-2.0,i,0.9
CCCCn1c(CNC(=O)CC)nc2ccccc21,5.8,i,2.2,2.4,1.7,-1.0,1.6,-1.5,i,0.2
Cc1ccc(S(=O)(=O)N2C[C@H]3n4c(=O)ccc(=O)n4C[C@H](OC(=O)NCc4ccco4)[C@@]3(O)C2)cc1,0.1,i,2.5,x,1.0,1.2,-1.3,-1.2,i,-0.9

Overlap with the part before: 4 compounds, then new ones.
smiles,SUMO1-SIM PPI,Rpn11 inh,DNMT1 block,Scp-1 inhibitor,CSN inh,NadD inh,STEP inh,LMPTP block,Neddyl block,Rin1 Abl inh
C=CCNC(=O)CSc1nnc(-c2ccccc2Br)n1-c1cccc(C(F)(F)F)c1,-0.8,i,1.5,0.5,4.8,-0.3,-0.6,-0.3,i,2.5
CN1CCN(C2=Nc3ccccc3Oc3ccc(Cl)cc32)CC1,-2.7,i,-0.3,-1.2,-2.7,-5.0,-2.0,-2.0,i,0.9
CCCCn1c(CNC(=O)CC)nc2ccccc21,5.8,i,2.2,2.4,1.7,-1.0,1.6,-1.5,i,0.2
Cc1ccc(S(=O)(=O)N2C[C@H]3n4c(=O)ccc(=O)n4C[C@H](OC(=O)NCc4ccco4)[C@@]3(O)C2)cc1,0.1,i,2.5,x,1.0,1.2,-1.3,-1.2,i,-0.9
CCN1CCN(c2nc(N)c([N+](=O)[O-])c(Nc3ccc(C)cc3)n2)CC1,-17.8,i,7.8,-5.2,3.5,-3.3,1.6,1.0,i,-1.1
c1csc(CNc2ncnc3ccc(-c4ccoc4)cc23)c1,4.1,i,-6.1,3.5,1.5,4.1,-0.2,1.1,i,-0.9
O=C(Nc1ccc(Cl)c(Cl)c1)c1cccc(S(=O)(=O)NCc2cccnc2)c1,3.1,i,-4.1,8.7,4.0,2.9,0.3,3.2,x,0.0
Cc1[nH]c2c(C)cccc2c1CC(=O)O,1.9,i,-2.0,-11.3,-9.8,3.3,-1.7,-0.9,i,2.1
CCOc1cc(C(=O)N(CC)CC(=O)Nc2c(F)cccc2F)ccc1OCC(=O)N1CCCCC1,-51.5,i,-2.8,-7.8,-3.3,6.7,0.5,-10.5,i,0.5
Cc1cc(NS(=O)(=O)c2ccc(NC(=O)c3ccco3)cc2)nc(C)n1,7.1,i,4.3,-9.0,-1.9,-3.8,-1.3,0.0,i,1.4
COc1ccc(C(=O)NCCN2CCN(C(=O)c3ccc(OC)c(OC)c3)CC2)cc1OC,-0.8,i,-1.8,-4.8,2.7,-15.8,-1.1,-0.6,i,-2.4
CCOC(=O)CN1C(=O)C(=O)N(Cc2ccccc2F)C1=O,-4.8,i,0.0,-12.1,-0.2,-5.2,-0.8,-0.3,i,2.4
O=C(CCSc1ccccc1)N1CCOCC1,-0.6,i,2.8,-2.2,2.0,-0.6,-1.5,-0.5,i,0.4
O=C(NCCc1ccccc1C(F)(F)F)C1CCC(=O)N(CCCN2CCCC2=O)C1 (stereo not drawn),-2.0,i,3.5,-2.4,2.2,-4.6,-0.2,-0.2,i,-1.8
Cc1cccc(NNC(=O)c2c(F)cccc2Cl)c1,-1.9,i,-3.0,-10.7,3.7,-4.2,2.2,-1.7,i,-0.9
CCOc1ccccc1N(CC(=O)OC)S(C)(=O)=O,1.1,i,1.0,-5.5,1.2,2.5,-2.7,-0.9,i,-0.8
Cc1c(Cl)cccc1NC(=O)CN(C1CCCCC1)S(C)(=O)=O,3.3,i,1.6,1.2,-1.8,-1.4,-0.3,0.2,i,-0.9
O=C(C[C@H]1C/C=C\CC[C@@H](Cc2ccc(F)cc2)C(=O)OC[C@H]2CCCN2C1=O)N[C@@H](CO)Cc1ccccc1,1.2,i,-5.6,6.1,-1.8,-11.9,0.9,1.0,i,-0.7
COc1ccc(CC(NC(C)=O)C(=O)N2CCN(C(=O)Nc3ccc(Cl)cc3)CC2)cc1OC (stereo not drawn),-4.8,i,-1.7,-1.1,-3.8,-6.3,-1.1,0.0,i,1.9
COc1ccc(CN(CC(=O)NCC2CCCO2)C(=O)CNS(=O)(=O)c2ccc(C)cc2)cc1 (stereo not drawn),-4.7,i,-1.1,0.5,-4.3,-1.5,-5.4,-2.7,i,-0.9
C#CCNC(=O)C1CCN(c2cc(C)nc(-c3ccccc3)n2)CC1,-4.7,i,-2.1,-3.1,5.0,-3.0,3.4,1.2,i,0.1
CNS(=O)(=O)c1cc(Br)ccc1S(=O)c1ccccc1C(=O)O (stereo not drawn),1.9,i,1.6,2.3,-4.3,0.6,1.7,-1.5,i,-0.1
O=[N+]([O-])c1ccc(Cc2cncc(O)c2)cc1,-17.5,i,-2.1,-1.1,0.1,-6.8,1.1,1.5,i,1.2
O=C(CN1C(=O)CSc2ccccc21)NCCC1=CCCCC1,-1.3,i,-1.3,-4.5,0.3,-1.2,-0.7,0.8,i,4.5
O=C1N=C2SCCN2/C1=C\c1ccccc1Cl,-1.9,i,-5.8,-17.6,0.7,10.6,-0.7,3.0,i,2.4

A second format for part of the listing above:
Below each SMILES: SUMO1-SIM PPI	Rpn11 inh	DNMT1 block	Scp-1 inhibitor	CSN inh	NadD inh	STEP inh	LMPTP block	Neddyl block	Rin1 Abl inh
COc1ccc(CN(CC(=O)NCC2CCCO2)C(=O)CNS(=O)(=O)c2ccc(C)cc2)cc1 (stereo not drawn)
    -4.7	i	-1.1	0.5	-4.3	-1.5	-5.4	-2.7	i	-0.9
C#CCNC(=O)C1CCN(c2cc(C)nc(-c3ccccc3)n2)CC1
    -4.7	i	-2.1	-3.1	5.0	-3.0	3.4	1.2	i	0.1
CNS(=O)(=O)c1cc(Br)ccc1S(=O)c1ccccc1C(=O)O (stereo not drawn)
    1.9	i	1.6	2.3	-4.3	0.6	1.7	-1.5	i	-0.1
